ADAM17 inh = ADAM17 inhibition, QFRET primary screen; P78536; recombinant ADAM17, EDANS/DABCYL FRET peptide cleavage; inhibition, % at 6.95 µM; 0.83% of 370,000 active; AID 720648;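 active means inhibition above the mean of compounds lying between control limits plus 3 SD, set per campaign, cut at about 8.5% in these data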;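 further: 0% = DMSO-only wells as the low control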
Target sequence (P78536 215-824 limits assumed): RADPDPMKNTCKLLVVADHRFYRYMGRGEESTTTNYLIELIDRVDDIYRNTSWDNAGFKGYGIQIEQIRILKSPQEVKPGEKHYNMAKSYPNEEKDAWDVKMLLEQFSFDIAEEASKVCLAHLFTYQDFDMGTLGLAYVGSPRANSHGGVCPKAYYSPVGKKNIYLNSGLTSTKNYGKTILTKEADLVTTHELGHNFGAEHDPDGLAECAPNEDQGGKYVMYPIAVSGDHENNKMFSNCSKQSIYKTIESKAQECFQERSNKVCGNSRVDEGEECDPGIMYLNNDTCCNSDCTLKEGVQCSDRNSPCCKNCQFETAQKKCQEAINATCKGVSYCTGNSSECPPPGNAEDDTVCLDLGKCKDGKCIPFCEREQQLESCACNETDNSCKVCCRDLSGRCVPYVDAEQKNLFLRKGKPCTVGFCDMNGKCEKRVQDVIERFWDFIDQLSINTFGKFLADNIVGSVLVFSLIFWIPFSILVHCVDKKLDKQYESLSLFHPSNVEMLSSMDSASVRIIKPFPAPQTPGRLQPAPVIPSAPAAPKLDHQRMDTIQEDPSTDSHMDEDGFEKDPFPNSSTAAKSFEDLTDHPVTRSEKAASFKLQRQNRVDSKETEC
hgDAF12 agonist = hgDAF-12 agonism, primary luciferase screen. HEK293 GAL4-hgDAF12 UAS-luciferase reporter, agonist luminescence; normalized to butyrate control. 1.8% of 370,000 active. AID 687014. activation, % at 6.8 µM;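 active means activation above a cutoff set at the mean of all screened compounds plus 3 SD, cut at about 10% in these data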;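 further: 0% = DMSO wells and 100% = sodium butyrate wells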
PG9 Ab binder = small molecules binding HIV-1 gp120 antibody PG9 | TR-FRET gp120-PG9 antibody binding | inhibition, % at 6.7 µM | 0.43% of 360,000 active; in the data active means inhibition above about 8.5%
GC-A act = GC-A (human) enzyme activation; HEK293 GC-A cells, cGMP TR-FRET, EC30 ANP; 0% at EC30 ANP, 100% saturating ANP; 0.14% of 370,000 active; activation, % at 10 µM; P16066; in the data active means activation above about 40%
GAA850 FXN act = activators of GAA850 frataxin (FXN) promoter; HEK293 lucGAA850 FXN promoter luciferase reporter, 24 h; percent of 10 µM SAHA response; activation, % at 6 µM; 0.56% of 360,000 active; AID 540364;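 active means activation above the average of all compounds screened plus 3 SD, cutoff fixed separately per campaign, cut at about 7.5% in these data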;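 further: 0% = DMSO wells and 100% = 10 µM SAHA wells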
hcDAF-12 act = H. contortus DAF-12 activation, primary screen; HEK293 hcDAF-12 lit1-tk-luc reporter, luminescence; 0% DMSO, 100% Δ7-dafachronic acid; activation, % at 6.8 µM; 1.4% of 370,000 active;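 active means activation above the mean of all tested compounds plus 3 SD, cut at about 5.5% in these data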;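 further: 100% = response to 3 µM Δ7-dafachronic acid high control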
SMARCA2 act = increases SMARCA2 function in MMTV reporter cells. MG213 cells, MMTV-luciferase reporter, dexamethasone, overnight. activation, % at 9.1 µM. 1% of 370,000 active; in the data active means activation above about 7.8%;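 further: 0% = vehicle wells and 100% = reference activator wells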
ADAM10 inh = ADAM10 inhibition, QFRET primary screen | O14672 | recombinant ADAM10, EDANS/DABCYL FRET peptide cleavage, 3 h | inhibition, % at 7 µM | 0.62% of 370,000 active | AID 720582;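 active means inhibition above a per-campaign cutoff equal to the mean of compounds falling between control-based bounds plus 3 SD, cut at about 20% in these data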;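 further: 0% = DMSO wells while the 100% control is not disclosed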
Target sequence (O14672 214-748 limits assumed): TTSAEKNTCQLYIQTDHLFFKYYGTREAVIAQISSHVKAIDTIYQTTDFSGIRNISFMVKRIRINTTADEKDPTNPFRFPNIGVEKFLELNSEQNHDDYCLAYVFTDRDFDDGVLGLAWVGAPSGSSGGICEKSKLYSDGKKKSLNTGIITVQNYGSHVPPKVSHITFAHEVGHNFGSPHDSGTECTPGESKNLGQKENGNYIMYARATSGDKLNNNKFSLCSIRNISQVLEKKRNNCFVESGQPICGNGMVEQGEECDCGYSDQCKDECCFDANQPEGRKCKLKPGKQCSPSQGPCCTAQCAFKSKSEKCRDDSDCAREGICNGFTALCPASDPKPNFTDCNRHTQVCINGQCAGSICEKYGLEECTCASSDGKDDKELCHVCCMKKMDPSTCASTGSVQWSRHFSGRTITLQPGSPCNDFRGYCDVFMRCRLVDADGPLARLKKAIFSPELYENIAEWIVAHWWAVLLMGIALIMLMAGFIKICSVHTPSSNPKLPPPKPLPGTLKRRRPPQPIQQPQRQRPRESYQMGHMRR
DAX1 inh-1 = inhibitors of human orphan nuclear receptor DAX1 (NR0B1). P51843. HEK293 Gal4-DAX1 luciferase reporter, luminescence. inhibition, % at 6.75 µM. 0.99% of 340,000 active. AID 504766;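 active means inhibition above the mean over all tested compounds plus 3 SD, cut at about 4.2% in these data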;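 further: 0% = DAX1-transfected cells with DMSO and 100% = empty-vector control cells with DMSO; inhibition shows as a rise in luminescence from relieved DAX1 repression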
DAX1 inh-2 = blocks DAX1 repression of SF-1 activated StAR promoter. HEK293T StAR-luciferase reporter, SF-1/DAX-1 repression relief. inhibition, % at 6.8 µM. 1.1% of 370,000 active. AID 652010;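 active means inhibition above the mean over all tested compounds plus 3 SD, cut at about 3.6% in these data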;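 further: 0% = DAX-1 cells with DMSO and 100% = cells lacking DAX-1 with DMSO; higher inhibition means more luminescence from relief of DAX-1 repression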
ssDAF-12 act = S. stercoralis DAF-12 activation, primary screen; 1% of 370,000 active; HEK293 ssDAF-12/GRIP1 lit1-tk-luc reporter, luminescence; % of 3 µM dafachronic acid response; AID 652126; activation, % at 6.8 µM;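 active means activation above the mean over all tested compounds plus 3 SD, cut at about 0.9% in these data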;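 further: 0% = DMSO-only wells and 100% = 3 µM delta7-dafachronic acid wells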
The depositor's hits bear a star; i = inactive; · = no result given. Rows are unselected. About 6.8% of those tested had a hit in this group.

SMILES	ADAM17 inh	hgDAF12 agonist	PG9 Ab binder	GC-A act	GAA850 FXN act	hcDAF-12 act	SMARCA2 act	ADAM10 inh	DAX1 inh-1	DAX1 inh-2	ssDAF-12 act
C=CCN1C(=O)[C@@H](CC(=O)NCc2cccc3ccccc23)[C@]2(C(=O)OC)CCCCC=C12	-1	-5.5	·	0	·	-0.3	-4	-7	·	0.1	-1.6
C=CCn1c(SCC(=O)N(CCOC)c2c(N)n(CC(C)C)c(=O)[nH]c2=O)nc2ccccc21	0	0.7	0.7	1	0.7	2.1	-1	-5	-0.6	3.0	-0.7
COc1ccc(CCN(C)C2CCCN(S(=O)(=O)N(C)C)C2)cc1OC (stereo not drawn)	1	1.0	-2.8	4	1.2	-1.2	0	-2	0.1	-0.3	-1.1
CCCNS(=O)(=O)c1cc(Cl)ccc1OC	-4	-1.6	1.5	2	-1.0	-0.2	0	0	0.7	0.6	-0.8
COc1ccc(C(=O)c2c[nH]c(C(=O)NCCCN3CCOCC3)c2)cc1	-4	-2.4	-0.4	-5	-1.4	-1.3	1	-4	-0.1	-0.2	-1.0
CCOC(=O)N1CCN(C(=O)CCCOc2ccccc2)CC1	-3	10	-0.4	1	2.7	2.2	3	-12	3.6	3.4	-0.8
OCc1nc2ccccc2n1CC(O)Cn1ccc2ccccc21 (stereo not drawn)	-2	-2.0	-1.5	-1	0.5	-2.1	-2	6	0.2	-2.3	-1.2
COc1ccc(C=NNC(=O)Cc2cc(=O)[nH][nH]2)c(OC)c1	-4	-2.8	·	2	·	1.9	-6	-3	·	-0.7	-1.3
CCN(CC)S(=O)(=O)c1ccc(Cl)c(C(=O)OC2CC(C)OC2=O)c1 (stereo not drawn)	0	2.3	-1.6	3	-2.1	-0.1	-4	4	1.4	-0.1	-1.4
Nc1ccc(CSc2ccc(Cl)cc2)c(Cl)c1	8	11*	0.8	0	4.4	3.2	1	8	2.6	7.3*	-0.4
CCC(=O)N1CCN=C1SCc1ccc(F)cc1	-4	4.3	-0.6	1	3.5	-2.1	-2	-12	0.6	1.1	-1.4
CN1CCN(C(=O)/C(=C/c2cn(S(=O)(=O)N(C)C)c3ccccc23)NC(=O)c2ccccc2Cl)CC1	-1	-0.2	0.0	-5	-1.0	1.8	-2	-6	2.0	0.6	-1.3
CCOC(=O)N1CCN(S(=O)(=O)c2ccc(C(=O)Nc3nc4ccc(F)cc4s3)cc2)CC1	0	-3.4	-0.4	·	-1.2	0.5	-2	-2	2.1	0.4	-1.5
O=C(NCCc1ccc(Cl)cc1)C1CCN(S(=O)(=O)c2ccc(Br)s2)CC1	-1	-1.1	0.5	-2	-0.1	-0.7	-5	10	-0.5	-1.0	-1.6
O=C(c1ccccc1F)N(Cc1ccccc1)Cc1ccccc1	-6	-2.4	0.9	-16	1.5	-1.7	-3	-7	-0.4	-0.2	-0.9
CC(=O)Nc1ccc(NC(=O)CN(c2cccc(C)c2)S(C)(=O)=O)cc1	-6	1.3	-0.9	-1	-1.2	-2.0	-1	-4	0.9	-0.2	-1.5
COc1cc(NC(=O)CCC(=O)c2cccs2)cc(OC)c1	0	-0.2	-0.1	5	-0.3	0.8	4	-1	1.4	-0.7	-1.1
Cc1nn(C)cc1S(=O)(=O)N1CCN(Cc2cccc(Cl)c2)CC1	-3	1.5	-0.4	-6	-1.5	0.5	0	-6	1.1	-0.6	-1.4
CCOC(=O)c1cc(-c2ccc([N+](=O)[O-])cc2)nc2c1c(=O)[nH]c(=O)n2Cc1ccccc1	-3	2.9	1.6	0	1.3	-0.5	-2	2	0.2	-0.3	-1.3
Cc1ccnc(NC(=O)C2CCN(S(=O)(=O)c3ccc(Cl)c(C(F)(F)F)c3)CC2)c1	1	1.4	0.8	3	1.8	0.5	-2	2	1.4	1.7	-1.4
COc1ccc(NC(=O)c2ccccc2Cl)cc1NC(=O)CN1CCOCC1	0	-1.4	-0.3	2	-1.6	-0.7	1	-3	0.1	-0.2	-1.3
N#Cc1ccccc1Cn1c(=O)n(Cc2ccc(C(=O)NCc3ccco3)cc2)c(=O)c2sccc21	-2	-0.2	-0.5	·	12*	0.5	-1	-5	3.4	0.1	-1.7
COC(=O)CNC(=O)Cn1nc(C)c([N+](=O)[O-])c1C	-8	-1.7	-2.4	-1	-0.7	0.7	-4	-4	2.4	0.3	-0.6
CC(NC(=S)Nc1ccccc1Cl)C(c1cccs1)N1CCCC1 (stereo not drawn)	-1	-1.1	0.1	-2	3.0	-1.9	0	1	2.3	0.2	-1.8
CCCCC(=O)NC(c1ccc(N(C)C)cc1)c1ccc2cccnc2c1O (stereo not drawn)	4	-11	-0.4	5	-6.2	-4.5	-4	16	-6.6	-1.2	-2.1
COc1ccc(-c2nnc(SCC(=O)N3CCc4ccccc4C3)o2)cc1	6	1.1	-1.0	1	-3.8	-0.5	-4	-4	2.5	0.1	-1.5
Cc1ccc(-c2noc(CCC(=O)NC3CCCC3)n2)cc1	-1	2.8	-1.2	-1	1.1	0.2	-3	-3	-1.8	0.0	-1.5
Nc1ncccc1OCc1ccc(Br)cc1	-5	11*	-2.2	1	3.1	-1.2	0	-8	0.7	0.3	-1.9
O=C(COc1ccc(S(=O)(=O)NC2CCCCC2)cc1)NCc1ccccn1	-4	0.2	-3.3	0	1.4	0.9	2	-7	-0.9	0.1	-1.1
CN1C(=O)NC(c2ccccc2)C2=C1CN(c1ccc3ccccc3c1)C2=O (stereo not drawn)	-2	1.0	-0.4	-1	-2.1	2.0	1	0	0.6	0.2	0.0
CCn1cc(C2=NOC(C(=O)Nc3ccc4c(c3)OCO4)C2)c(C)n1 (stereo not drawn)	-1	-3.2	-3.6	6	-1.5	-2.8	-1	-2	-1.8	-1.2	-1.4
OCCN1CCN(c2ncnc3c2ncn3[C@H]2CN(Cc3cccc(C(F)(F)F)c3)C[C@@H](CO)O2)CC1	0	2.6	-2.0	-1	-0.5	0.3	2	-3	·	-0.8	-1.4
C=C(C)Cn1c2ccc(NC(=O)CCOCC)cc2c(=O)n1C	i	1.6	-0.1	2	0.0	-1.6	-1	i	·	1.5	-1.6
CC(C)(C)c1ccc(-c2noc(CNC(=O)c3ccco3)n2)cc1	6	3.2	-1.2	-1	1.4	-1.2	0	5	-1.0	-0.2	-0.5
C=CCn1c(COc2ccc(Cl)cc2)nnc1SCC(=O)N/N=C/c1cccc(O)c1	-2	-0.5	0.0	-3	-1.2	-1.2	-2	4	-0.2	-1.2	-1.6
COC(=O)c1cc(C(=O)Nc2ccc(S(=O)(=O)NC(C)(C)C)cc2)cc([N+](=O)[O-])c1	-20	-0.8	2.1	-5	0.2	-2.6	-5	-6	-1.4	-0.2	-0.9
Cn1c(N)c(C(=O)COC(=O)Cc2ccsc2)c(=O)n(C)c1=O	-2	-0.2	1.1	9	-0.2	0.0	2	4	-0.1	0.2	-1.0
CC(=O)N1CCOc2ccc(S(=O)(=O)N3CCC(C(=O)NCc4ccc(F)cc4)CC3)cc21	-3	0.8	-1.6	2	1.0	-2.1	-1	-2	2.2	-0.3	-1.3
NS(=O)(=O)c1cc(C(=O)OCC(=O)Nc2ccc3[nH]c(=O)[nH]c3c2)ccc1Cl	-4	1.6	1.4	-2	1.5	0.5	0	-11	-0.1	-1.3	-1.0
CCOc1ccccc1C1C(C(=O)Nc2ccccc2OC)=C(C)Nc2nnnn21 (stereo not drawn)	-4	-2.1	-1.4	-6	-0.1	-1.1	-1	-1	-0.3	-0.9	-1.0
COCCN(Cc1ccccc1)C(=O)c1ccc2c(=O)n3c(nc2c1)CCC3	-6	0.7	-0.1	0	0.9	-1.3	-2	-2	-1.1	-0.4	-1.2
c1ccc2c(c1)CNC1(CCCCC1)C2	0	2.1	1.6	-9	-1.8	-0.7	1	12	0.5	0.4	-1.1
CC1=CC2=NC(=O)/C(=C\c3cccn3CCOc3ccccc3)C(=N)N2O1	3	-1.7	-2.8	-2	0.7	-2.1	3	13	0.2	-0.7	-2.1
C[C@@H]1CN([C@@H](C)CO)C(=O)CCCn2nncc2CO[C@@H]1CN(C)S(=O)(=O)c1ccc(-c2ccccc2)cc1	-1	-2.4	0.0	1	0.0	-1.2	0	-8	0.3	-1.1	-0.7
CCCCCC(=O)Nc1ccc(C(=O)COC(=O)Cn2cnc3c2c(=O)n(C)c(=O)n3C)cc1	-4	0.2	-2.9	-3	1.4	0.2	-2	-3	-0.6	2.1	-1.4
Cc1ccc(OCC(=O)Nc2nnc(S(=O)(=O)N3CCC(C)CC3)s2)cc1	0	0.4	1.4	-21	-2.5	-0.1	0	-5	0.0	-0.3	-0.9
CCOC(=O)c1c(O)c2ccccc2n(-c2ccccc2)c1=O	-3	0.5	-3.0	-1	-1.1	-0.5	0	-4	-0.3	-0.4	-0.9
O=C(CC1Sc2ncnn2C1=O)Nc1ccccc1 (stereo not drawn)	1	3.5	1.4	0	0.0	-1.3	3	3	-0.8	0.3	-0.9

2 entries drawn at random from the list so far:
SMILES	ADAM17 inh	hgDAF12 agonist	PG9 Ab binder	GC-A act	GAA850 FXN act	hcDAF-12 act	SMARCA2 act	ADAM10 inh	DAX1 inh-1	DAX1 inh-2	ssDAF-12 act
O=C(CC1Sc2ncnn2C1=O)Nc1ccccc1 (stereo not drawn)	1	3.5	1.4	0	0.0	-1.3	3	3	-0.8	0.3	-0.9
C[C@@H]1CN([C@@H](C)CO)C(=O)CCCn2nncc2CO[C@@H]1CN(C)S(=O)(=O)c1ccc(-c2ccccc2)cc1	-1	-2.4	0.0	1	0.0	-1.2	0	-8	0.3	-1.1	-0.7

Continued:
SMILES	ADAM17 inh	hgDAF12 agonist	PG9 Ab binder	GC-A act	GAA850 FXN act	hcDAF-12 act	SMARCA2 act	ADAM10 inh	DAX1 inh-1	DAX1 inh-2	ssDAF-12 act
Cc1c(Cl)cccc1NC(=S)NNc1ncc(C(F)(F)F)cc1Cl	1	-4.1	1.4	2	-4.4	-3.6	-7	6	-2.3	-2.6	-2.7
O=C(Nc1ccc2ccccc2c1)c1onc2c1CCCC2	2	14*	-1.6	0	3.7	12*	4	8	1.4	3.3	1.4*
C/C(=N\N=C(/N)c1nonc1N)c1ccc2c(c1)OCO2	2	11*	-3.9	5	3.5	7.1*	5	2	1.3	3.5	0.3
COc1ccc(-c2cc(C(=O)N3CCN(c4ccccc4)CC3)no2)cc1	0	10	-0.9	0	2.8	4.9	8	-12	-0.5	1.5	0.6
CC1CCc2c(sc(NC(=O)CCCn3cnc([N+](=O)[O-])n3)c2C(N)=O)C1 (stereo not drawn)	-1	-3.5	-0.4	0	-0.9	-2.7	-2	1	-1.0	-1.1	-1.9
CC(=O)c1c(C)[nH]c(C(=O)OCC(=O)Nc2cc(Cl)ccc2[N+](=O)[O-])c1C	7	0.8	0.8	10	-6.9	7.0*	-4	9	-0.7	0.4	-0.8
CCCn1cnc2cc(NC(=O)c3ccco3)ccc21	-2	15*	0.0	4	4.0	6.6*	2	-5	0.2	5.5*	1.2*
O=C1NCCN(Cc2ccc(Cl)c(F)c2)C1CC(=O)N1CCCO1 (stereo not drawn)	-36	-1.5	0.1	2	1.6	1.0	2	-121	2.7	-0.4	-1.1
CSC1(SC2=NCCN2)SC2(NCCN2)S1	-5	-0.8	2.3	1	1.5	-2.3	-3	-15	2.4	-1.2	-0.8
CCCOC(=O)C1=C(C)NC(=O)NC1c1cccc2ccccc12 (stereo not drawn)	-2	-1.4	-2.1	-7	-1.1	-1.5	-1	1	-1.0	1.0	-1.1

Screens (PubChem)
